BAZ2B block = qHTS Assay for Inhibitors of BAZ2B; hit rate 4.4% among 360,000; AlphaScreen BAZ2B-H3K14Ac peptide displacement; Bromodomain adjacent to zinc finger domain protein 2B (Homo sapiens), Q9UIF8; AID 504333, 2011; Potency, µM (top dose mostly 114 µM), inactives show top-dose activity change, negative = inhibition, hits mostly inhibitors; note: % is set by controls: 0 for no effect and ±100 for the full control effect; nearly all actives have a fitted effect of over 60% in size
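In this displacement format the biotinylated H3(5-23) peptide acetylated at Lys14 serves as ligand at 50 nM, with BAZ2B at 50 nM in PBS pH 7.4 containing 0.01% Tween-20. Donor and acceptor beads are 10 ug/mL final.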
JMJD2A Tudor inh = qHTS Assay for Inhibitors of JMJD2A-Tudor Domain; Lysine-specific demethylase 4A (Homo sapiens), O75164; AlphaScreen JMJD2A-Tudor / H3K4me3 peptide binding; Potency, µM (highest dose often 114 µM), for the others: at the highest dose activity change, negative = inhibition, usual class: inhibitors; hit rate 4.4% among 390,000; AID 504339, 2011; note: % is set by controls: 0 for no effect and ±100 for the full control effect; nearly all actives have a fitted effect of over 50% in size
BLM inh = qHTS Assay for Inhibitors of Bloom's syndrome helicase (BLM). RecQ-like DNA helicase BLM (Homo sapiens), P54132. recombinant BLM DNA unwinding, fluorescence dequenching. Potency, µM (series often up to 56.1 µM), for the others: top-dose activity change, negative = inhibition, most hits filed as inhibitors. hit rate 0.2% among 350,000. AID 2528, 2010;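 note: plate controls were vehicle for no effect and no enzyme for full effect; nearly all actives have a fitted effect of over 35% in size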
G9a inh = qHTS Assay for Inhibitors of Histone Lysine Methyltransferase G9a | Histone-lysine N-methyltransferase EHMT2 (Homo sapiens), Q96KQ7 | Potency, µM (highest dose often 102 µM), for inactives: at the highest dose activity, negative = inhibition, most hits filed as inhibitors | G9a H3K9 monomethylation, AlphaScreen, 2 h | hit rate 8.8% among 350,000 | AID 504332, 2011; note: % is set by controls: 0 for no effect and ±100 for the full control effect; nearly all actives have a fitted effect of over 75% in size
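Methyltransferase reactions run at room temperature for 2 h (20 nM enzyme, 500 nM biotin-H3K9 peptide, 20 uM SAM) after a 15 min compound preincubation; product detected by AlphaScreen beads and anti-H3K9me1 antibody.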
Pin1 inhibitor = qHTS Assay to Find Inhibitors of Pin1. Peptidyl-prolyl cis-trans isomerase NIMA-interacting 1 (Homo sapiens), Q13526. Pin1 FP peptide displacement, HiFluor488, 10 min. Potency, µM (highest dose often 115 µM), without a hit: at the highest dose activity, negative = inhibition, hits mostly inhibitors. hit rate 0.009% among 390,000. AID 504891, 2011; active = well fitted inhibition curve with a large enough effect in the polarisation, with a control signal flat, not every such curve was filed as active; inconclusive = small, poorly fitted or top-dose-only effect, or effect the other way, or a change in a side signal; inactive = no such curve, though single readings can be large or run the other way; the % refers to the polarisation; note: % is set by controls: 0 for no effect and ±100 for the full control effect
Target sequence (Q13526 whole entry, looked up): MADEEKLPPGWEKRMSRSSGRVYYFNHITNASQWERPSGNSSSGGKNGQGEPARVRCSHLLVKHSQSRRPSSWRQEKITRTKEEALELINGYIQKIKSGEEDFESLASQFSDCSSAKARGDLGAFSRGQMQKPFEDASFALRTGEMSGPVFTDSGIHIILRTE
HP1b binding inh = HTS for Inhibitors of HP1-beta Chromodomain Interactions with Methylated Histone Tails | Chromobox protein homolog 1 (Homo sapiens), P83916 | AlphaScreen HP1-beta / biotin-H3K9me3 peptide binding | Potency, µM (titrated, usually from 114 µM), for inactives: at the highest dose activity change, negative = inhibition, hits mostly inhibitors | hit rate 0.56% among 390,000 | AID 540317, 2011; note: nearly all actives have a fitted effect of over 70% in size; inactives centre near 23
Target sequence (P83916 whole entry, looked up): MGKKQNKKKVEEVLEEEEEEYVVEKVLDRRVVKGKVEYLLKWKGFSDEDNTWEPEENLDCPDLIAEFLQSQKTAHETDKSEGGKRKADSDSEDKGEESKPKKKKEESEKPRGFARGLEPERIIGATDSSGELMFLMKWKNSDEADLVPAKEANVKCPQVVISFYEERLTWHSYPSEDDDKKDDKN
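AlphaScreen: HP1-beta (50 nM) preformed 30 min with biotin-H3(1-18)K9me3 peptide (50 nM) in PBS pH 7.4, 0.01% Tween-20. Compound added for 30 min at RT, then streptavidin donor/nickel chelate acceptor beads (10 ug/mL) for 30 min.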
GLS inhibitor = qHTS for Inhibitors of Glutaminase (GLS); Glutaminase kidney isoform, mitochondrial (Homo sapiens), O94925; GLS enzymatic activity, qHTS titration; Potency, µM (top dose mostly 45.5 µM), for inactives: top-dose activity change, negative = inhibition, most hits filed as inhibitors; hit rate 0.21% among 410,000; AID 624170, 2012; note: % is set by controls: 0 for no effect and ±100 for the full control effect
Target sequence (O94925 whole entry, looked up, canonical isoform): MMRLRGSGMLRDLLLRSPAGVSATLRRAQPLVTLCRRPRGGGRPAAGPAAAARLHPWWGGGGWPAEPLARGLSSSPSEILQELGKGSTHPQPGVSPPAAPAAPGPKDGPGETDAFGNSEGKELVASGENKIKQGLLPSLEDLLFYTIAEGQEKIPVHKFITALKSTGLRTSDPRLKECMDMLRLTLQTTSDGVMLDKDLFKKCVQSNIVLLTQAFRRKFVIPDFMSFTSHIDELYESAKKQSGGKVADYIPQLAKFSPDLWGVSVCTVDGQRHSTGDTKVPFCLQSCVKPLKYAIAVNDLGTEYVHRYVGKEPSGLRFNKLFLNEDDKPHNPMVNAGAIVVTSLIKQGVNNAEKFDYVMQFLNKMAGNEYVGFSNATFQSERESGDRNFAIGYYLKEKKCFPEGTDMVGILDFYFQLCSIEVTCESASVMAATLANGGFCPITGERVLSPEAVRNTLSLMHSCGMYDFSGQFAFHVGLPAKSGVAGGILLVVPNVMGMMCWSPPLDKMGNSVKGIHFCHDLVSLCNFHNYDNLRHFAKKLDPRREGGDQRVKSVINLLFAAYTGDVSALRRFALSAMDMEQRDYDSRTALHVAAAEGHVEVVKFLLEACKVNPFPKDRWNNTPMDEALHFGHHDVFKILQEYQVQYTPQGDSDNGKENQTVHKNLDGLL
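Two-point fluorescence kinetic (t0, 30 min RT) for hKGA; glutamate detected via glutamate oxidase–HRP–Amplex Red. Substrate: 1 mM L-glutamine solution; buffer 45 mM KH2PO4, pH 8.2.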
Pol iota inh = qHTS for Inhibitors of Polymerase Iota. Pol iota fluorescent replication assay, 10 min. AID 588590, 2011. hit rate 1% among 390,000. Potency, µM (series often up to 115 µM), inactives show at the top dose activity, negative = inhibition, usual class: inhibitors. DNA polymerase iota (Homo sapiens), Q9UNA4
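Pol iota at 10 nM preincubated 15 min with compounds at room temperature; reaction started with fluorescent substrate, 50 nM final. Fluorescence read kinetically at 0 and 10 min; buffer-only wells as negative control.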
Tb PGK inh = qHTS Assay to Find Inhibitors of Phosphoglycerate Kinase; Phosphoglycerate kinase, glycosomal (Trypanosoma brucei brucei), P07378; PGK/GAPDH coupled, Kinase-Glo luminescence, 60 min; Potency, µM (doses to about 57.5 µM), inactives show at the top dose activity change, negative = inhibition, hits mostly inhibitors; hit rate 0.043% among 380,000; AID 602233, 2012; note: % is set by controls: 0 for no effect and ±100 for the full control effect; nearly all actives have a fitted effect of over 60% in size
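Recombinant glycosomal PGK reaction used 1,3-bisphosphoglycerate generated in-well by GAPDH (100nM final) in 100mM TEA pH 7.6, 5mM MgCl2, 0.01% Tween-20. After 60 minutes at room temperature, ATP was read by Kinase-Glo Plus luminescence end-point.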
An asterisk follows results filed as active; i = inactive; ? = inconclusive; . = not tested or not shown; [ ] = remark or other dose. Unless noted, calls come from the whole dose curve; as a rule, active = well fitted curve in the direction sought with a large enough effect; inconclusive = small, poorly fitted or top-dose-only effect, or another doubt; inactive = no such curve, though single readings can be large; an effect the other way counts as inactive or inconclusive. Potency is the fitted concentration of half-maximal effect. Not all compounds are listed, so the mix of outcomes need not match the whole.

Second line of a record: BAZ2B block, JMJD2A Tudor inh, BLM inh, G9a inh, Pin1 inhibitor, HP1b binding inh, GLS inhibitor, Pol iota inh, Tb PGK inh
1. O=C(O)c1ccc2c(c1)N(Cc1ccc(F)cc1)C(=O)c1ccccc1S2=O (stereo unspecified)
    4%, -21%, -4%, -20%[59 µM], 0%, 28%, -6%, -16%, 0%
2. NC(=O)c1ncn([C@@H]2O[C@H](CNCc3c(OCc4ccccc4F)ccc4ccccc34)[C@@H](O)[C@H]2O)n1
    ., -35%, ., ., -7%, 4%, 1%, 9%, -4%
3. CCOc1ccccc1NC(=O)C(C)SCc1ccccc1 (stereo unspecified)
    66%[activator], 99%[activator], -2%, 84%, 0%, 134%[activator], 0%, 60%[activator], -12%
4. O=C(CSc1nc2ccccc2[nH]1)c1ccc2c(c1)OCO2
    ?, ?, -5%, ?, -6%, -10%, -4%, ?, i
5. O=C(N/N=C/c1ccc(OCc2ccccc2)cc1)c1cc[n+](Cc2ccccc2)cc1
    -12%, ?, 1%, 71µM*, -2%, -2%, 0%, 85%[activator], -11%
6. CC(C)OCCCN1C(=O)c2[nH]nc(-c3ccccc3O)c2C1c1cccc(OCc2ccccc2)c1 (stereo unspecified)
    -27%, -31%, -13%, 15%[59 µM], -5%, 22%, 17%, 4%, -9%
7. Cc1ccc(OCCSc2nc3ccc(NC(=O)c4ccc(F)cc4)cc3s2)cc1
    22%, 0%, -1%, 28%[59 µM], 2%, 88%[activator], -4%, 64%[activator], -1%
8. CC(=O)NCc1nc2ccccc2n1Cc1ccccc1F
    -2%, -11%[57.1 µM], -2%, ?, -11%, 41%[activator], -5%, 13%, 1%
9. CC1CCCCC1N=C1NC(C)(C)CS1 (stereo unspecified)
    -9%, -8%, 0%, 4%, 10%, -2%, -2%, 99%[activator], i
10. CC(C)(C)OC(=O)C[C@H]1C/C=C\C[C@@H](CC(=O)N[C@H](CO)Cc2ccccc2)C(=O)NCCOC1=O
    ., -5%, ., ., -10%, 30%, -3%, 11%, -10%
11. O=C(Oc1ccccc1)n1c(=S)oc2ccccc21
    -4%, 20µM*, 1%, 3.5µM*, -5%, -12%, 27%, 15%, -12%
12. COc1ccccc1C(CCN(Cc1cccs1)C(C)=O)c1ccco1 (stereo unspecified)
    79µM*, -28%, -18%, 45µM*, -8%, 8%, -1%, 22µM*, -1%
13. Nn1c(SCC(=O)N2CCCC2=O)nnc1-c1cccs1
    -5%, -5%, ., -33%, -3%, 17%, -3%, 29%, 2%
14. CCNC(=O)c1c(C)[nH]c(C(=O)OCC)c1C
    3%, -9%, -3%, 6%[12.7 µM], -1%, 32%, 0%, 0%, -8%
15. O=C(NC1CC1)c1ccc2c(c1)C1C3CCC(C3)C1C(c1ccccc1)N2 (stereo unspecified)
    -38%, ?, -10%, -5%[59 µM], -5%, -8%, -6%, 6%, -8%
16. CC(Sc1nc(N)c(NC(=O)c2ccc(Br)o2)c(=O)[nH]1)C(=O)O (stereo unspecified)
    -12%, -1%, 0%, 1%, 8%, 36%, 3%, 16%, 2%
17. CC(C)Cc1cc(C(=O)NCCN2CCOCC2)no1
    6%, 3%, -1%, -15%[59 µM], 7%, 23%, 3%, -9%, 0%
18. CS(=O)(=O)c1ccc(C(=O)OCC(=O)NC(=O)NC2CCCCC2)cc1[N+](=O)[O-]
    ., -26%, ., ., 1%, 30%, ., -20%, .
19. Cc1cc(C)nc(NS(=O)(=O)c2ccc(N/C=C/C(=O)c3ccc(Cl)c(Cl)c3)cc2)n1
    4%, -2%, -4%, -1%[59 µM], 8%, 11%, 4%, 10%, -9%
20. CN1C[C@@H]2[C@@H]3C(=O)N(Cc4ccccc4)C(=O)[C@@H]3[C@](C)(C1=O)N2C(=O)c1ccc(C(C)(C)C)cc1
    ., -9%, ., ., -5%, 35%[activator], -2%, 3%, -1%
21. O=C(Nc1ncccn1)c1ccc(C(F)(F)F)cc1
    -5%, 3%, 0%, 1%, -1%, 29%, -2%, 21%, -10%
22. COCCCNC(=O)CSc1nc2ccccc2c(=O)n1Cc1ccco1
    -13%, -19%, 1%, 2%[59 µM], -3%, 32%, 0%, 8%, 0%
23. CC(=O)Oc1ccccc1C1=NN(C(C)=O)C(c2ccccc2)C1 (stereo unspecified)
    -14%, -10%, -2%, 7%, -2%, 21%, 0%, 31%[activator], -12%
24. Cc1cc(/C=C2\SC(=Nc3ccccc3)NC2=O)c(C)n1-c1ccc(S(N)(=O)=O)cc1
    ?, -25%, -12%, ., 49%[activator], 11%, 12%, ?, -1%
25. CC(C)CN1CCC(CN2CCNC(=O)C2=O)CC1
    ., -26%, ., ., -4%, 17%, 1%, 36%, -10%
26. C/C(=N\NC(=O)c1nnn(-c2nonc2N)c1CN1CCCCCC1)c1ccc(Br)cc1
    -2%, -7%, -4%, 50µM*, 7%, 44%[activator], -13%, 36%[activator], 0%
27. Fc1cccc(-c2nnn3c2nc(NCCc2ccccc2)c2ccccc23)c1
    -6%, -13%, -6%, 6%[59 µM], 5%, 33%, 0%, 28%, -9%
28. CCCCn1c(SCC(=O)Nc2ccc(C)c(S(=O)(=O)N3CCOCC3)c2)nnc1C(CC)N(C)C (stereo unspecified)
    2%, -12%, ., ?, 0%, -8%, 6%, 0%, -5%
29. Cc1ccc(C(=O)N2CCN(Cc3ccc4c(c3)OCO4)CC2)cc1[N+](=O)[O-]
    -36%, -24%, 1%, -3%, 3%, 13%, 5%, 47%[activator], -5%
30. Cc1ccc(C(=O)Nc2sc3c(c2C(=O)NCc2ccco2)CCC(C(C)(C)C)C3)cc1 (stereo unspecified)
    2%, -3%, -7%, 2%[59 µM], 2%, 44%[activator], -6%, -7%, -6%
31. N#CC(C(=O)NCc1ccco1)c1nc2ccccc2nc1N1CCOCC1 (stereo unspecified)
    ?, -35%, -11%, -29%[12.7 µM], ?, -5%, 1%, 8%, -5%
32. N#Cc1cn(CC(=O)NCC2CCCO2)c2ccccc12 (stereo unspecified)
    12%, -13%, 2%, 1%, -1%, 23%, -4%, 3%, 1%
33. CCOC(=O)c1cccc(NC(=O)CCc2c(C)nn(-c3ccc(N4CCOCC4)nn3)c2C)c1
    -21%, -21%, 0%, 30%[59 µM], 2%, 16%, -11%, 12%, -2%
34. COc1ccc(CC(=O)OCC(=O)Nc2ncc(Cl)cc2Cl)cc1
    -23%, -16%, -5%, 2%[59 µM], 1%, 2%, -3%, ?, -2%
35. Cc1cccc2c(CC(=O)Nc3ccccc3)noc12
    8%, -16%, 2%, 14%[59 µM], -2%, 23%, 6%, 31%[activator], i
36. O=C(COC(=O)CCCSc1nc2ccccc2[nH]1)NC(=O)NC1CCCC1
    -3%, -25%, -3%, -4%, -1%, 31%, -4%, -7%, i
37. Cc1ccc(-c2noc(CN(C)C(=O)Nc3ccc(F)cc3)n2)cc1
    -28%, -18%, -11%, 33%[12.7 µM], 1%, 9%, 2%, 72%[activator], -6%
38. COc1ccc(NC(=O)C2Cc3ccccc3N2C(=O)c2ccccc2)cc1OC (stereo unspecified)
    -19%, -20%, -1%, 0%[59 µM], 1%, 28%, 5%, -15%, i
39. C=CCn1c(SCC(=O)Nc2cc(C)on2)nnc1-c1ccccc1F
    ., -8%, ., ., -7%, 15%, -11%, -19%, -8%
40. CCC1SC2=NC(C)=C(C(=O)OCCOC)C(c3ccc(C(=O)OC)cc3)N2C1=O (stereo unspecified)
    -9%, -8%, -1%, ?, -1%, 60%, 6%, 13%, 2%

Exported tab-delimited: entries from further up
cpd	mol	BAZ2B block	JMJD2A Tudor inh	BLM inh	G9a inh	Pin1 inhibitor	HP1b binding inh	GLS inhibitor	Pol iota inh	Tb PGK inh
35	Cc1cccc2c(CC(=O)Nc3ccccc3)noc12	8%	-16%	2%	14%[59 µM]	-2%	23%	6%	31%[activator]	i
36	O=C(COC(=O)CCCSc1nc2ccccc2[nH]1)NC(=O)NC1CCCC1	-3%	-25%	-3%	-4%	-1%	31%	-4%	-7%	i
37	Cc1ccc(-c2noc(CN(C)C(=O)Nc3ccc(F)cc3)n2)cc1	-28%	-18%	-11%	33%[12.7 µM]	1%	9%	2%	72%[activator]	-6%
38	COc1ccc(NC(=O)C2Cc3ccccc3N2C(=O)c2ccccc2)cc1OC (stereo unspecified)	-19%	-20%	-1%	0%[59 µM]	1%	28%	5%	-15%	i
39	C=CCn1c(SCC(=O)Nc2cc(C)on2)nnc1-c1ccccc1F	.	-8%	.	.	-7%	15%	-11%	-19%	-8%

Screens: PubChem, National Center for Advancing Translational Sciences (NCATS)
